Compound activity: PubChem BioAssay, several laboratories
Rin1-Abl PPI inh: inhibitors of human Rin1-Abl protein interaction; P00519+Q13671; TR-FRET Rin1/Abl binding, biochemical; inhibition, % at 7.35 µM; 360,000 compounds, 0.4% hits; AID 588664; in the data active means inhibition above about 5%, passing the limit was not always enough
MsrA act: activators of bovine methionine sulfoxide reductase A. purified bovine MsrA, absorbance read-out. activation, % at 10.6 µM. AID 602163. 360,000 compounds, 0.3% hits; in the data active means activation above about 7.5%;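 further: 0% = vehicle and 100% = reference activator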
FAS TE block: FAS thioesterase (human) inhibition; recombinant FAS-TE, OMFH fluorogenic substrate, fluorescence endpoint; AID 602261; P49327; inhibition, % at 15 µM; 360,000 compounds, 0.67% hits;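 active means compounds whose normalised, plate-corrected inhibition of enzyme fluorescence in the single-dose primary screen is 50% or more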;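 further: 0% = DMSO with enzyme and 100% = substrate without enzyme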
CSN deneddyl inh: blocks human CSN-mediated cullin deneddylation. Q92905. Purified CSN, SCF-Nedd8-OG deneddylation, fluorescence polarization. inhibition, % at 12.5 µM. 360,000 compounds, 0.38% hits. AID 651999;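 active means pattern-corrected inhibition above about 35%, with an unprinted fluorescence ratio check between 0.5 and 1.5, limit read from the data, passing the limit was not always enough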;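 further: 0% = enzyme with substrate and 100% = substrate without enzyme; some results filed as inactive read as strong as hits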
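Assay system: Purified human Csn5 enzyme expressed in HEK293T cells | Amount: Enzyme 0.24 nM | Measured by: Fluorescence polarization readout | Medium: Tris/NaCl/DTT buffer, pH 7.5 | Compound dosing: One concentration, 12.5 µM, 0.25% DMSO | Times: 90 min incubation of compound, enzyme and substrate at room temperature | Control set: no-enzyme wells high, enzyme-with-substrate wells low | Read-out: % inhibition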
MsrA inh: bovine MsrA inhibition; inhibition, % at 15.5 µM; 360,000 compounds, 0.75% hits; purified bovine MsrA, absorbance read-out; in the data active means inhibition above about 4.5%;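 further: 0% = vehicle wells with enzyme and 100% = reference inhibitor wells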
PABP1 MLLE inh: blocks PAM2 peptide binding to the PABP1 MLLE domain. AID 588489. 360,000 compounds, 0.36% hits. GST-MLLE / FITC-PAM2 fluorescence polarization. inhibition, % at 20 µM. P11940; in the data active means inhibition above about 35%, passing the limit was not always enough;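 further: plate controls were DMSO wells with GST-MLLE for no effect and wells lacking GST-MLLE protein for full effect; some results filed as inactive read as strong as hits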
Neddylation inh: blocks human cullin neddylation; TR-FRET cullin neddylation, biochemical; calls only at 25 µM; 360,000 compounds, 0.58% hits; P61081+Q13564; AID 651699; in the data active means inhibition above about 36%
E coli Lon inh: E. coli protease La inhibition; P0A9M0; purified E. coli Lon protease, fluorescence polarization; inhibition, % at 7.94 µM; 360,000 compounds, 0.42% hits; AID 602123; in the data active means inhibition above about 13%, passing the limit was not always enough;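 further: 0% = enzyme with probe and DMSO and 100% = no enzyme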
Target sequence (P0A9M0 whole entry, looked up): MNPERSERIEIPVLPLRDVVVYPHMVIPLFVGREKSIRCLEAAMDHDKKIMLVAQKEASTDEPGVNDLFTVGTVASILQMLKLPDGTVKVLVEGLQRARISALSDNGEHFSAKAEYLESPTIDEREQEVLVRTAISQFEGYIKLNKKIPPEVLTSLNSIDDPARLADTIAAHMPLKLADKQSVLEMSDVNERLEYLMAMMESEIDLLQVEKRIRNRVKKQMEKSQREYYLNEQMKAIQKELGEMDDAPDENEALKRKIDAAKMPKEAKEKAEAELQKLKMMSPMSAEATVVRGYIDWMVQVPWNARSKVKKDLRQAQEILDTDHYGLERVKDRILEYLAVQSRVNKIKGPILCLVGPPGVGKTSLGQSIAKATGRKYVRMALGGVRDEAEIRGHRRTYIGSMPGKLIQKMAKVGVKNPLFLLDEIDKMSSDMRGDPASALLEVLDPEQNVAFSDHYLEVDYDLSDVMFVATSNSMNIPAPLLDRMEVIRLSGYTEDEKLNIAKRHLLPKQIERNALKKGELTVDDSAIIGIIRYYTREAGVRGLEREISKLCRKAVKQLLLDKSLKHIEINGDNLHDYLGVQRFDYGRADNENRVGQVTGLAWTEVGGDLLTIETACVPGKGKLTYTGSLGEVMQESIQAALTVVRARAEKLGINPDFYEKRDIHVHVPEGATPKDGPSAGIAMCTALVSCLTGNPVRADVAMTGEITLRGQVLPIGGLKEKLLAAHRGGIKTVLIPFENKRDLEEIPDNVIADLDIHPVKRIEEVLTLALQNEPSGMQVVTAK
Tb MetRS inh: blocks T. brucei methionyl-tRNA synthetase activity. purified T. brucei MetRS, ATP depletion, Kinase-Glo luminescence. inhibition, % at 11.9 µM. 360,000 compounds, 0.4% hits. AID 624268;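 active means inhibition above a per-plate cutoff of the control wells' mean inhibition plus 3 SD, cut at about 5.5% in these data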;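 further: 0% = DMSO wells median and 100% = median of wells with control inhibitor compound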
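System: purified T. brucei MetRS enzyme / Detection: Kinase-Glo luciferase luminescence reporting remaining unconsumed ATP / Medium: HEPES buffer with MgCl2, KCl, DTT, spermine, BSA, pyrophosphatase / Replication: singlicate, one well per compound / Evaluation: percent inhibition relative to median high and low control wells / Schedule: 2 h aminoacylation at 25 °C after 15 min preincubation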
Starred values were filed as active, the others as inactive; i = inactive; . = not tested or not shown.

SMILES	Rin1-Abl PPI inh	MsrA act	FAS TE block	CSN deneddyl inh	MsrA inh	PABP1 MLLE inh	Neddylation inh	E coli Lon inh	Tb MetRS inh
O=[N+]([O-])c1cccc(-c2n[nH]c(=S)n2Cc2ccccc2)c1	1.5	-1.6	-1.9	2.1	0.2	-28.0	i	-7.4	1.6
C=CCn1c(-c2ccoc2)n[nH]c1=S	-1.4	-6.6	-6.4	7.6	-0.8	-11.7	i	-5.1	-1.0
Cc1cc(C)c(NC(=O)CCN2CCN(Cc3ccccc3)CC2)c(C)c1	2.1	-3.1	-8.9	-2.7	-0.7	3.7	i	5.0	-0.6
Cc1cc(C(=O)OCC(=O)NCc2ccccc2)c2ccccc2n1	-2.0	-0.1	-2.5	-2.7	-0.2	3.5	i	-2.4	-0.3
COc1cccc(/C=N/Nc2ccc([N+](=O)[O-])cc2)c1O	-0.1	-3.3	2.4	2.5	0.6	-101.5	i	-51.1	0.5
Cn1c2ccccc2c2cnn(CC(=O)N3CCCCC3)c(=O)c21	-2.1	-3.6	-1.3	0.0	-0.2	-16.2	i	-3.7	0.0
OCCCNC(=S)Nc1ccc2nc(-c3ccccn3)c(-c3ccccn3)nc2c1	1.8	-3.8	-9.3	3.9	2.0	34.2	.	17.0	-0.4
COC(=O)C1=C(C(=O)c2ccc(C)cc2)C(c2ccc(OC)c(OC)c2)n2nnnc2N1 (configuration not stated)	0.9	1.4	-3.7	5.0	1.1	-3.7	i	0.0	0.0
Cc1cccc(-c2nc(CS(=O)CC(=O)NC3CCCCC3)c(C)o2)c1 (configuration not stated)	-1.3	-2.1	-1.1	0.2	-0.3	-2.4	i	-8.9	0.2
COc1ccc(NS(=O)(=O)c2ccc(NC(=O)c3ccccc3Br)cc2)nn1	1.8	-5.6	-1.9	6.8	-1.3	3.8	i	-6.0	0.0
O=C(O)c1nn(CCOc2c(Cl)cccc2Cl)c(=O)c2ccccc12	-0.4	-1.0	7.9	-3.7	-0.5	4.2	i	-3.7	-0.6
Cc1cc(N)n2ncc(-c3ccccc3)c2n1	-4.3	-1.4	-3.8	0.9	0.6	0.2	i	-2.6	-0.1
O=C(CSc1ccc2c(c1)OCCO2)Nc1cccc(S(=O)(=O)N2CCCCC2)c1	-1.4	-6.6	-14.2	3.2	-0.2	-6.1	i	-6.3	-0.8
O=C1CSC(=S)N1/N=C/c1cccc(C(F)(F)F)c1	2.4	-5.9	-1.1	3.1	1.3	19.5	i	-5.1	-0.3
O=S(=O)(NC1CCCCC1N1CCC(O)CC1)c1ccc(Cl)cc1 (configuration not stated)	-0.8	-3.0	-10.6	9.5	-0.8	-67.0	i	-53.6	-1.0
CCOC(=O)C1(Cc2cccc(OC)c2)CCN(Cc2ccc(OC)c(O)c2)CC1	0.6	-1.5	-8.1	-1.3	0.0	1.6	i	-4.5	-0.3
O=S(=O)(c1cnc(Cl)c(Cl)c1)N1CCc2ccccc21	0.5	-6.4	21.5	2.6	-0.6	8.5	i	0.9	-0.1
CC(C)Cn1c(SCC(=O)NCc2ccc(Cl)cc2)nnc1-c1cccc(S(=O)(=O)N2CCOCC2)c1	-1.4	-2.1	-4.8	-2.4	-0.1	10.5	i	-0.4	-0.1
NS(=O)(=O)c1ccc(CCNC(=O)C(=O)c2c[nH]c3ccccc23)cc1	0.8	-3.3	-9.2	-2.5	2.9	3.1	i	-1.0	11.6*
COc1ccc(-c2csc(C(C)(O)c3cccc(F)c3)n2)cc1 (configuration not stated)	-0.3	-10.1	24.8	2.7	-0.5	1.3	i	0.6	0.3
C/C(=N\Nc1ccc(C(=O)O)cc1)c1ccc(-n2ccnc2)cc1	-0.1	-2.9	-2.4	-0.1	6.5*	12.8	i	4.2	0.7
COc1ccccc1N1CCN(C(=O)CSc2nnc(NC(=O)C3CC3)s2)CC1	-0.1	0.6	-6.3	1.8	0.3	23.2	i	-4.8	-0.8
COCCNC(=O)C1CCCN(C(=O)COCc2ccccc2)CC1 (configuration not stated)	0.0	-2.6	-10.5	9.8	-0.9	-5.9	i	2.1	0.8
NC(=O)c1cc([N+](=O)[O-])ccc1Nc1ccccc1	-3.0	-2.8	0.8	-0.3	1.1	-6.9	i	-2.5	-0.1
CCOc1ccc(OCCC(=O)N2CCN(S(=O)(=O)c3ccc(OCC)cc3)CC2)cc1	1.6	-5.8	3.5	1.4	-0.9	-14.8	i	9.8	-0.5

Structures above marked active in MsrA inh.
SMILES | Rin1-Abl PPI inh | MsrA act | CSN deneddyl inh | MsrA inh | PABP1 MLLE inh | Neddylation inh | E coli Lon inh | Tb MetRS inh
C/C(=N\Nc1ccc(C(=O)O)cc1)c1ccc(-n2ccnc2)cc1 | -0.1 | -2.9 | -0.1 | 6.5* | 12.8 | i | 4.2 | 0.7

Next section.
SMILES	Rin1-Abl PPI inh	MsrA act	FAS TE block	CSN deneddyl inh	MsrA inh	PABP1 MLLE inh	Neddylation inh	E coli Lon inh	Tb MetRS inh
Cc1nn(C)c(C)c1/C=C(/C(=O)C(C)C)n1cncn1	3.1	-4.4	-5.2	-0.9	0.4	2.3	i	-4.0	-0.1
Cc1ccc(-n2nc(C)c3c(C(=O)OCC(=O)N(C)C4CCS(=O)(=O)C4)cc(-c4ccccc4)nc32)cc1 (configuration not stated)	-0.7	-7.9	27.3	-0.1	3.0	-12.0	.	-6.5	-0.7
Cc1c(C)c2cccnc2c2ncccc12	-10.3	-8.3	-5.8	7.2	.	2.3	i	-4.6	-0.5
N#Cc1nc(Cc2ccccc2)oc1NCCN1CCOCC1	6.2	-1.6	-6.8	6.2	-0.9	2.2	i	-1.3	-0.7
CC1Cc2ccccc2N1C(=O)CN1CCCCC1 (configuration not stated)	-1.8	-1.2	-6.8	-2.7	-1.3	-8.2	i	-5.1	-0.1
COc1ccc2[nH]cc(CCNC(=O)c3ccccc3Cl)c2c1	3.0	-3.5	-2.1	1.7	1.3	11.8	i	-1.6	-0.6
CCOC(=O)C1=C(CN2CCSCC2)NC(=O)NC1c1cc(C)ccc1C (configuration not stated)	-0.9	-0.4	0.8	0.2	-0.4	14.1	i	1.1	0.2
O=C(NNS(=O)(=O)c1ccccc1F)c1sccc1-n1cccc1	2.7	-7.5	-8.1	4.6	0.7	-1.8	i	-2.6	-1.4
CCN(CC)S(=O)(=O)c1ccc(Cl)c(NC(=O)c2ccc(C#N)cc2)c1	-0.2	-7.6	3.9	-11.2	0.8	-4.1	i	-7.0	-0.1
Cc1ccnn1CCC(=O)N1CCCC(Nc2ccc(F)c(F)c2)C1 (configuration not stated)	3.1	-6.9	-5.9	0.9	-0.2	4.1	i	1.9	-0.3
CSc1nc(N(C)NC(=O)c2ccc(Cl)cc2)c2ccccc2n1	-3.9	-6.5	11.4	-0.5	0.6	4.5	i	1.2	0.2
CCn1c(SCC(=O)OC)nnc1-c1c[nH]c2ccccc12	-2.4	-2.4	-2.4	0.4	-1.2	2.4	i	0.5	0.4
COc1ccc(C(=O)Nc2ccc3ccccc3c2)cc1OC	-1.9	-0.8	9.3	1.1	0.4	8.4	i	2.6	-0.4
CCCCCC(=O)NC(NC(=S)NC1CCS(=O)(=O)C1)C(Cl)(Cl)Cl (configuration not stated)	3.7	1.7	-3.9	1.4	-0.2	-4.6	i	4.5	-0.9
O=C(Nc1nnc(SCC(=O)N2CCOCC2)s1)C1CC(=O)N(c2ccccc2)C1 (configuration not stated)	4.1	-12.5	-1.9	-0.5	0.2	-14.8	i	14.3	-0.6
O=C(Nc1ccc(F)c([N+](=O)[O-])c1)C1CC(=O)N(Cc2ccccc2)C1 (configuration not stated)	2.0	-2.1	37.0	-1.6	-0.2	9.2	i	3.7	0.3
O=C(NC(=S)NCc1ccccc1)c1cccnc1	0.6	-3.3	-2.1	-0.3	-1.5	7.7	i	0.2	0.1
COc1ccccc1CCNC(=O)Cn1c(=O)oc2ccccc21	6.4	-4.2	-1.1	4.1	1.3	-11.6	i	-3.7	-0.2
CCOC(=O)Cn1nnc2c(sc3nc4c(c(-c5ccc(Cl)cc5)c32)CCC4)c1=O	-1.2	-1.7	36.4	1.3	0.9	-10.5	i	0.3	0.2
O=C(NNC(=O)c1cnccc1C(F)(F)F)c1ccccc1	1.4	-1.8	-2.1	2.4	-0.4	-11.6	i	-6.2	-0.2
O=C1[C@@H]2C(c3cccnc3)=NO[C@@H]2C(=O)N1c1ccc(Br)cc1	0.4	-2.2	-4.8	2.2	-0.9	-13.3	i	3.6	2.5
COC(=O)C1C(=O)c2c(n[nH]c2C)CC1(C)C (configuration not stated)	2.8	3.5	-5.2	-0.4	-0.1	-2.6	i	0.6	0.2
c1ccc(CSc2ccc(-c3ccco3)nn2)cc1	-3.5	-5.1	7.2	-5.3	-1.2	22.1	i	7.7	-0.2

In the list so far, seven contain two or more sulfur atoms:
SMILES	Rin1-Abl PPI inh	MsrA act	FAS TE block	CSN deneddyl inh	MsrA inh	PABP1 MLLE inh	Neddylation inh	E coli Lon inh	Tb MetRS inh
O=C(CSc1ccc2c(c1)OCCO2)Nc1cccc(S(=O)(=O)N2CCCCC2)c1	-1.4	-6.6	-14.2	3.2	-0.2	-6.1	i	-6.3	-0.8
O=C1CSC(=S)N1/N=C/c1cccc(C(F)(F)F)c1	2.4	-5.9	-1.1	3.1	1.3	19.5	i	-5.1	-0.3
CC(C)Cn1c(SCC(=O)NCc2ccc(Cl)cc2)nnc1-c1cccc(S(=O)(=O)N2CCOCC2)c1	-1.4	-2.1	-4.8	-2.4	-0.1	10.5	i	-0.4	-0.1
COc1ccccc1N1CCN(C(=O)CSc2nnc(NC(=O)C3CC3)s2)CC1	-0.1	0.6	-6.3	1.8	0.3	23.2	i	-4.8	-0.8
O=C(NNS(=O)(=O)c1ccccc1F)c1sccc1-n1cccc1	2.7	-7.5	-8.1	4.6	0.7	-1.8	i	-2.6	-1.4
CCCCCC(=O)NC(NC(=S)NC1CCS(=O)(=O)C1)C(Cl)(Cl)Cl (configuration not stated)	3.7	1.7	-3.9	1.4	-0.2	-4.6	i	4.5	-0.9
O=C(Nc1nnc(SCC(=O)N2CCOCC2)s1)C1CC(=O)N(c2ccccc2)C1 (configuration not stated)	4.1	-12.5	-1.9	-0.5	0.2	-14.8	i	14.3	-0.6

The order is random; overall some 4% were active at least once.
